# Mtb RmlCD inh – M. tuberculosis RmlC/RmlD coupled enzyme inhibitors, primary screen, biochemical, compound mixtures, 384-well, from 1536-well plates. RmlC+RmlD coupled enzyme assay, percent inhibition; primary screen in compound mixtures. inhibition, % at 3.6 µM. 0.03% of 160,000 active. AID 1533, 2009; in the data active = inhibition mostly above about 34%, no sharp cut-off; also: some results filed as inactive read as strong as hits
# Target sequence (P9WH09 whole entry, looked up): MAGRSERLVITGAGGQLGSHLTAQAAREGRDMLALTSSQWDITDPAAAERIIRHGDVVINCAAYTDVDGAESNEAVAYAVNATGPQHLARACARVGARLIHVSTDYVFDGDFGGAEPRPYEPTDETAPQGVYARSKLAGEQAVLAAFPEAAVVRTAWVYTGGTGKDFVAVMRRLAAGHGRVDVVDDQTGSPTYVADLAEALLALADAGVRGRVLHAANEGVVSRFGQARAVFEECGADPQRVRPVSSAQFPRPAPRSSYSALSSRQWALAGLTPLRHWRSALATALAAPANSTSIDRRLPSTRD
# Target sequence (P9WH11 whole entry, looked up): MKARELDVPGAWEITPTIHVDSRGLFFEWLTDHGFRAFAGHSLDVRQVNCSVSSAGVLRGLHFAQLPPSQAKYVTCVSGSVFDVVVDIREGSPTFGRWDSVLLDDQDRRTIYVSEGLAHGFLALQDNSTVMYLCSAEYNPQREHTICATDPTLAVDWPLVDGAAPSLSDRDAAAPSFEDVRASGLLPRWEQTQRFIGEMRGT
# M. tuberculosis GlmU – inhibition of mycobacterial GlmU enzyme – biochemical, glucosamine-1-phosphate acetyltransferase (AID 1376). Bifunctional protein GlmU (Mycobacterium tuberculosis (strain ATCC 25618 / H37Rv)). M. tuberculosis GlmU acetyltransferase enzyme assay; higher % means a stronger effect. inhibition, %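 (tested at 30 µM in the primary screen)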; hits with a dose series show IC50 in µM. 0.25% of 220,000 active; in the data active = inhibition above about 13%;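 also: 0% = complete reaction with vehicle and 100% = reaction without substrate; strong numbers were not always called active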
# Starred values were filed as active, the others as inactive; / = no result given.
smiles	Mtb RmlCD inh	M. tuberculosis GlmU
CCOC(=O)N1CCN(c2c(Nc3cc(C)[nH]n3)c(=O)c2=O)CC1	/	1.5%
CCN1CCN(c2ccc(NC(=O)C(C)C)cc2Cl)CC1	/	9.0%
S=c1[nH]nc(-c2cccc(Cl)c2)n1Cc1ccccc1	/	5.0%
Cc1cccc(N2CCN(C(=O)c3ccc4nc(N5CCCCC5)sc4c3)CC2)c1C	-2	0.0%
CC(C)CC(NS(=O)(=O)c1ccc2c(c1)oc(=O)n2C)C(=O)NCc1cccnc1 (stereo unspecified)	/	1.4%
Cc1ccsc1C(=O)C1CCCN(Cc2cc3ccccc3o2)C1 (stereo unspecified)	-12	-1.9%
COc1ccc(CC(=O)OCC(=O)NCc2ccccc2Cl)cc1	6	0.7%
CCCOc1ccc(S(=O)(=O)N2CCOCC2)cc1[N+](=O)[O-]	16	-3.1%
Clc1cccc(OCc2nc(-c3ccncc3)n[nH]2)c1	2	2.4%
CSc1nnc(-c2cc3c(-c4ccccc4)nn(C)c3s2)n1C	-4	7.5%
COc1ccc(-n2c(-c3ccco3)nc3c(cnn3-c3ccccc3C)c2=O)cc1	-2	3.5%
Nc1ccc(C(=O)OCC(=O)c2cccc([N+](=O)[O-])c2)cc1	8	1.0%
COc1ccccc1C(=O)NC(CCSC)C(=O)OCC(=O)c1ccc[nH]1 (stereo unspecified)	6	-0.4%
Cn1c(=O)n(CCOc2ccc([N+](=O)[O-])cc2)c2ccccc21	14	5.3%
COC(=O)c1ccc(N=Nc2ccccc2)cc1	-8	0.4%
Cc1sc2ncnc(N[C@@H](Cc3c[nH]c4ccccc34)C(=O)O)c2c1C	1	1.3%
CC(=O)N1CCN(c2nc(-c3ccco3)c3c(c2C#N)CC(C)(C)SC3)CC1	/	-1.7%
COc1cccc(C2C(C(=O)c3cc4ccccc4o3)=C(O)C(=O)N2c2cc(C)on2)c1OC (stereo unspecified)	-3	/
Cc1cc(-c2csc(NC(=O)c3ccc(=O)[nH]c3)n2)c(C)n1Cc1ccco1	8	2.6%
COc1cc2cc(C)nc(Cc3cccc4ccccc34)c2cc1OC	0	-3.2%
COc1ccccc1NC(=O)CCN1C(=O)C2CC=C(Cl)CC2C1=O (stereo unspecified)	/	-5.1%
CCOc1ccc(OCC)c(NC(=O)CN(C)S(=O)(=O)c2cccc3nsnc23)c1	7	-4.3%
COC(=O)CC1=C(C)C(=O)CC2C(C)(C)CCCC12C (stereo unspecified)	/	7.2%
O=C(O)CC1=C(O)C(=O)N(c2ccccc2)C1c1ccccc1 (stereo unspecified)	4	2.7%
O=C1C2CC=CCC2C(=O)N1CNc1ccccc1 (stereo unspecified)	/	2.0%
O=C(COc1cccc(Cl)c1)Nc1ccc2c(c1)CCC2	8	0.5%
CN1CCN(NC(=O)c2ccc(Cl)s2)CC1	-48	3.8%
COc1ccc(C2(NC(C)=O)CCN(C(=O)CCC(=O)O)CC2)cc1	/	0.8%
O=C(Nc1ccc2c(c1)OCO2)c1ccc(Br)s1	-3	1.1%
Cc1nc(N2CCN(S(=O)(=O)c3ccccc3)CC2)c2c3c(sc2n1)CC(C)CC3 (stereo unspecified)	6	0.3%
Cc1cccc(NC2=NC(=S)N(c3cccc(C(=O)O)c3)C23CCCCC3)c1	4	-6.7%
O=C(CO/N=C\c1ccccc1)Nc1ccccc1C(=O)N1CCOCC1	0	3.9%
Cc1cc(C(=O)CSc2n[nH]c(N)n2)c(C)n1-c1ccc2c(c1)OCO2	-1	9.2%
CC(C)=CCc1cc([C@@H]2COc3c(ccc4c3C=CC(C)(C)O4)C2)c(O)cc1O	/	1.3%
CN(Cc1cccs1)S(=O)(=O)c1cccs1	-1	-5.6%
COc1ccc(-c2cc(-c3ccccc3)c(C#N)c(=S)[nH]2)cc1	3	-8.4%
Cc1ccc(CN2C(=O)CCC2(C)C(=O)NCc2cccnc2)cc1 (stereo unspecified)	-5	0.1%
CC(=O)n1cc([C@H]2C=C(C(=O)N3CCOCC3)O[C@@H](OCc3ccc(CO)cc3)C2)c2ccccc21	/	-0.4%
Cc1ccc(NC(=S)NCCc2ccc(S(N)(=O)=O)cc2)c(C)c1	/	1.2%
O=C(COc1cccc(NC(=O)c2ccccc2)c1)c1ccc(F)cc1	7	5.7%
C=CCN(Cc1nc(-c2ccc(OC)c(OC)c2)oc1C)C1CCS(=O)(=O)C1 (stereo unspecified)	-9	-3.1%
[O-]/C(=C(\C(=S)Nc1ccc(SC(F)F)cc1)[n+]1ccccc1)c1cc(Cl)ccc1Cl	8	-1.7%
NC(=S)Nc1cccc2[nH]ncc12	-8	-1.6%
COc1ccc(-c2noc3c2-c2nc(C(C)C)sc2CC3)cc1	/	0.6%
Cc1cc(SCC(=O)Nc2ccc(O)cc2)n2ncc(-c3ccccc3)c2n1	-13	/
O=C(CSc1nnc2ccc(-c3ccncc3)nn12)c1cccs1	36	-3.3%
CCOc1cnc(C(=O)NNC(=O)C(Br)C(C)C)o1 (stereo unspecified)	/	-3.8%
NC(=O)C1CCN(C(=O)CSc2nc3c(c(-c4ccccc4)n2)CCCC3)CC1	/	-3.7%
Oc1ccc(Cl)cc1N=Cc1sc2ccccc2c1Cl	-8	0.9%
Cc1ccc(-c2nc3cc(N)ccc3o2)c(C)c1	26	-0.2%
O=C(COc1ccc(Cl)cc1)N1CCN(c2ncccn2)CC1	/	4.3%
Cc1c(C(=O)NCCc2ccccc2)oc2ccc(S(=O)(=O)N3CCC4(CC3)OCCO4)cc12	7	-5.9%
C=CCn1c(SCC(=O)NCC(=O)OCC)nnc1-c1ccccn1	12	1.2%
N#Cc1cnn2cc(-c3ncc(C(F)(F)F)cc3Cl)cnc12	/	-3.5%
Cc1ccccc1Nc1nn2c(=O)c3ccccc3nc2s1	/	6.2%
COC(=O)C1=CN(Cc2cccs2)C=C(C(=O)OC)C1c1cccc(OC)c1OC	/	-1.6%
CN(C)C(=O)c1nc2ccc(Cl)cn2c1CN1CCN(c2ncccn2)CC1	2	2.7%
O=C(O)c1ccc(OCc2occc2C(=O)O)cc1	/	-3.9%
COc1cccc(C(=O)NC2CC3CCCC(C2)N3S(=O)(=O)c2ccccc2)c1 (stereo unspecified)	-1	-2.2%
O=C(Nc1cc(C(F)(F)F)ccc1Cl)C(NCc1ccccc1)c1ccccc1 (stereo unspecified)	9	-5.4%

# 4 of the compounds above, field by field.
Cc1ccc(NC(=S)NCCc2ccc(S(N)(=O)=O)cc2)c(C)c1
  Mtb RmlCD inh = /
  M. tuberculosis GlmU = 1.2%
O=C(COc1cccc(NC(=O)c2ccccc2)c1)c1ccc(F)cc1
  Mtb RmlCD inh = 7
  M. tuberculosis GlmU = 5.7%
C=CCN(Cc1nc(-c2ccc(OC)c(OC)c2)oc1C)C1CCS(=O)(=O)C1 (stereo unspecified)
  Mtb RmlCD inh = -9
  M. tuberculosis GlmU = -3.1%
[O-]/C(=C(\C(=S)Nc1ccc(SC(F)F)cc1)[n+]1ccccc1)c1cc(Cl)ccc1Cl
  Mtb RmlCD inh = 8
  M. tuberculosis GlmU = -1.7%

# A different layout for 4 compounds above:
O=C(COc1ccc(Cl)cc1)N1CCN(c2ncccn2)CC1
  Mtb RmlCD inh: /; M. tuberculosis GlmU: 4.3%
CCOc1cnc(C(=O)NNC(=O)C(Br)C(C)C)o1 (stereo unspecified)
  Mtb RmlCD inh: /; M. tuberculosis GlmU: -3.8%
Cc1cccc(NC2=NC(=S)N(c3cccc(C(=O)O)c3)C23CCCCC3)c1
  Mtb RmlCD inh: 4; M. tuberculosis GlmU: -6.7%
O=C1C2CC=CCC2C(=O)N1CNc1ccccc1 (stereo unspecified)
  Mtb RmlCD inh: /; M. tuberculosis GlmU: 2.0%

# More results
smiles	Mtb RmlCD inh	M. tuberculosis GlmU
COCC(C)OC(=O)/C(C#N)=C\c1coc2ccc(C)cc2c1=O (stereo unspecified)	/	0.4%
COc1ccc(CNC(=O)c2c(F)c(F)c(F)c(F)c2F)cc1	-7	1.2%
CC(C)CCCC(C)NS(=O)(=O)Cc1ccccc1 (stereo unspecified)	4	2.2%
[O-][n+]1c2ccc3nonc3c2nn1-c1ccccc1Cl	3	0.4%
CC(C)=CCCC(C)CN(C)CCc1ccccn1 (stereo unspecified)	-6	-0.6%
COc1ccc(C(=O)N/N=C/c2ccc(OC)c(CN3CCCc4ccccc43)c2)cc1	-7	-3.1%
O=C(Nc1cccnc1Cl)c1noc2c1CCc1ccccc1-2	-8	-0.2%
Cc1ccc(-n2nnnc2-c2ccco2)cc1	/	2.4%
CCOC(=O)c1ccc(NC(=O)CSc2nnc(-c3cccs3)n2C)cc1	-1	2.3%
CCc1ccc(OCC(=O)NCCN(C)C)c(Br)c1	-7	0.3%
O=C(Cc1cn2ccsc2n1)NCCc1ccc(F)cc1	-4	-2.4%
Cc1ccc2nc(-c3cccc(N)c3)oc2c1	/	-1.1%
CCOc1ccc(/C=N/NC(=O)Cc2cccs2)cc1	/	3.7%
CC(C)=NNC(=O)C1=NNC(=O)C1	5	-8.1%
COc1ccc(NC(=O)NCCC2=CCCCC2)cc1	15	-0.8%
O=C(Nc1ccc2nc3n(c(=O)c2c1)CCCCC3)c1ccccn1	-7	7.4%
Cc1ccc2c(Cl)cc(Cl)c(OCC(=O)OCC(=O)Nc3ccc(C#N)cc3)c2n1	/	0.8%
O=C(NNC(=O)C12CC3CC(CC(C3)C1)C2)c1ccco1	-3	1.0%
Cc1ccc(C(=O)Nc2nc3c(s2)CCCC3)o1	-6	2.7%
O=C(O)c1cc(-c2cccnc2)nc2ccc(Br)cc12	6	3.5%
Cc1ccc(C)c2[nH]c(=O)c(CN(Cc3nnnn3C3CCCCC3)CC3CCCO3)cc12 (stereo unspecified)	11	4.9%
O=S(=O)(CCN1CCN(c2ccccn2)CC1)c1ccc(F)cc1	1	5.3%
CC(C)NC(=O)c1nn(C)c2ccccc12	-9	-0.1%
O=C(O)CSCC(=O)Nc1ccccc1	/	-2.7%
Fc1ccc(N2Cc3ccsc3C=N2)cc1	10	-1.4%
COc1ccc(CNC(=O)COC(=O)c2n[nH]c3ccccc23)cc1	/	5.3%
O=C(C1=C[C@H](c2ccc(C(F)(F)F)cc2)C[C@H](OCCCCO)O1)N1CCOCC1	/	1.2%
COc1cc2c3nnc(-c4ccc(F)cc4)c-3cn(Cc3ccccc3)c2cc1OC	-6	1.5%
CCN(CC)C(=O)CSc1nnc(-c2ccco2)n1N	2	1.0%
O=C(/C(=N\Nc1ccc([N+](=O)[O-])cc1)Sc1nnnn1-c1ccccc1)c1ccccc1	/	-2.3%
Nc1c(C(=O)c2ccccc2)sc(Nc2ccccc2)c1S(=O)(=O)c1ccccc1	/	4.7%
CCOC(=O)c1c(C)n(CC(O)CN(C)C)c2cc(Br)c(OC)cc12 (stereo unspecified)	/	-7.9%
COC(=O)c1sccc1NC(=O)c1csc(C)c1	-6	4.0%
CNCC(O)c1cccc(OC(=O)c2ccccc2C)c1 (stereo unspecified)	3	/
NC(=O)C1CCN(c2cc(N3CCOCC3)ccc2[N+](=O)[O-])CC1	-14	1.3%
CCC(C)[C@H](NC(=O)N1CCCCC1)C(=O)OC (stereo partly specified)	14	3.5%
O=C1c2ccncc2C(=O)N1c1cccc(Cl)c1	-7	-7.8%
C=C(C)c1cccc(C(C)(C)NC(=O)NCC2CCCO2)c1 (stereo unspecified)	7	-5.9%
CC(C)(C)NC(=O)Cn1nnc(-c2cccs2)n1	-4	-1.3%
CC(C)(C)NC(=S)N/N=C/c1c(Cl)cccc1Cl	-5	6.3%
Cc1csc2ncc(C(=O)N3CCCc4ccccc43)c(=O)n12	1	-1.2%
COC(=O)CNC(=O)COC(=O)/C=C/c1ccc2ccccc2n1	-8	0.9%
CC(C)c1nc(SCC(=O)NC(=O)NC(C)(C)C)n[nH]1	-9	-1.7%
COc1cccc(NC(=O)Cn2c(CCC(=O)O)ccc2-c2ccc(Cl)cc2)c1	8	-2.0%
CC(=O)c1ccc(Sc2ccccc2)cc1	4	1.8%
O=C(NCc1ccccc1F)c1ccc2c(c1)OCO2	/	3.4%
CC(C)(C)c1ccc(-c2noc(-c3ccno3)n2)cc1	/	-1.8%
CC1S/C(=N/N=C/c2ccco2)N(Cc2ccc(F)cc2)C1=O (stereo unspecified)	-11	-5.6%
COc1ccc(N2CCN(c3nc4c(c(=O)n(C)c(=O)n4C)n3CCCc3ccccc3)CC2)cc1	/	-9.9%
COc1ccccc1C1C(C#N)=C(N)Oc2c1c(-c1ccccc1)nn2-c1ccccc1 (stereo unspecified)	15	-4.5%
COCCN1C(=O)N[C@@H](c2cccc(C(F)(F)F)c2)[C@H](C(=O)OC)[C@H]1C	/	-2.1%
Cc1ccc(SCc2ccc(C(=O)NCc3cccnc3)cc2)cc1	/	3.4%
CCCCCCn1c(=O)c(C(=O)Nc2nnc(C)s2)c(O)c2ccccc21	-7	2.8%
Cc1ccc(OC(=O)COc2ccccc2)c(-n2nc3ccccc3n2)c1	-3	3.5%
CCC(C(=O)OC)n1cnc2c(cnn2-c2ccc(Cl)cc2)c1=O (stereo unspecified)	/	1.7%
Cn1c(SCC(=O)NCC2CCCO2)nnc1-c1c[nH]c2ccccc12 (stereo unspecified)	9	2.6%
O=S(=O)(c1cccc(F)c1)N1CCN(C(=S)NCc2ccccc2)CC1	-5	4.2%

# Compound activity as filed in PubChem.

# Not all compounds are listed; rates above refer to the full screens.
